WRN helicase inh – blocks human WRN helicase | WRN helicase unwinding, fluorescent forked duplex, kinetic | Potency, µM (titrated, usually from 114 µM), inactives show top-dose activity change, negative = inhibition, most hits filed as inhibitors | Q14191 | hit rate 0.46% among 360,000; note: potency is the fitted concentration of half-maximal effect; % is set by controls: 0 for no effect and ±100 for the full control effect; nearly all actives have a fitted effect of over 55% in size
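Kinetic red-fluorescence monitoring (525/598 nm) tracks WRN helicase activity after 100 nM fluorophore-quencher forked duplex and 2 mM ATP are added to 20 nM enzyme pretreated 15 min at room temperature with compound.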
GLP1R cytotox – cytotoxicity counter-screen for GLP-1 receptor inverse agonists | HEK293 cAMP-luciferase reporter cells, luminescence, 24 h | Potency, µM (series often up to 38.3 µM), for the others: top-dose activity change, negative = inhibition, most hits filed as inhibitors | hit rate 0.13% among 410,000 | AID 624418;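 note: loss of luciferase light is scored as toxicity; potency is the fitted concentration of half-maximal effect; % is set by controls: 0 for no effect and ±100 for the full control effect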
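Step one: seed cells (200 cells/uL, DMEM with 10% Nu serum, 1% pen-strep). Step two: 12-hour incubation at 37 deg C. Step three: pin 23 nL compound, incubate 24 hr. Step four: add luciferase reagent, read luminescence 12 min later.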
PLK1 PBD block – blocks phosphopeptide binding to human PLK1 polo-box domain; P53350; Plk1 PBD binding of FITC phosphopeptide, fluorescence polarization; Potency, µM, without a hit: max response, negative = inhibition, actives largely listed as inhibitors; hit rate 2.8% among 360,000; note: potency is the fitted concentration of half-maximal effect; series mostly up to about 57 µM; % is set by controls: 0 for no effect and ±100 for the full control effect; nearly all actives have a fitted effect of over 65% in size
IL-2 act – activates IL-2 in a cell-based reporter assay. IL-2 activation reporter assay, cell-based qHTS; stimulated with anti-CD3/CD4/CD28 beads; in transgenic mouse T cells. activation, % (series mostly up to about 46 µM). hit rate 0.065% among 360,000; in the data active = activation above about 50%; inconclusive = mostly about 30% to 49%; note: 0% is about no effect
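Using fluorescent plate cytometry, EGFP and DsRed are detected in transgenic mouse T cells stimulated 18 h at 37 degrees C with antibody-coated beads after 60 min compound pretreatment.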
DRD3 agonist – agonists of human D3 dopamine receptor | D3R DiscoveRx beta-arrestin cells, luminescence, 90 min | max activation, % | hit rate 0.58% among 410,000 | AID 652048; in the data active = max activation above about 30%; note: 0% is about no effect; mostly tested at two doses, the higher about 12 µM
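Agonist mode: compounds and dopamine controls were applied to plated cells for 90 min at 37 degrees C after an overnight attachment at 1500 cells/well. Luminescent read-out followed 30 - 60 minutes at room temperature with DiscoveRx detection reagent.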
PI5P4K alpha inh – blocks human PI5P4K alpha kinase activity; hit rate 1.2% among 330,000; P48426; PI5P4Kalpha enzyme, ADP-Glo luminescence, 60 min; hits give low values; max response, %; active = max response of -50% or lower; inconclusive = between -30% and -50%; inactive = -30% or higher; note: value at the top dose of about 77 µM; % is set by controls: 0 for no effect and ±100 for the full control effect
Target sequence (P48426 whole entry, looked up): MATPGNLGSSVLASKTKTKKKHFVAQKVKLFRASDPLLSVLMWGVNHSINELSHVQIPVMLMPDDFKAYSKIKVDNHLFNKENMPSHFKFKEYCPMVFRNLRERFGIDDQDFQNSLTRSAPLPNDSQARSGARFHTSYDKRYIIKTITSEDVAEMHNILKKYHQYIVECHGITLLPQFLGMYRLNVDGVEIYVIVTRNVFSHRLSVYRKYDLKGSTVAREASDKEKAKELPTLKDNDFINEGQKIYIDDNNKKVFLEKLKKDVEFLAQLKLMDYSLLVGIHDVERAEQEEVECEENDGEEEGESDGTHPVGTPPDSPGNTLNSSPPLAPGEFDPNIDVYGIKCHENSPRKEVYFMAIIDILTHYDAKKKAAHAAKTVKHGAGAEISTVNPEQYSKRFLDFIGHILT
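Single end-point luminescence (ADP-Glo) quantified ADP from PI5P4Kalpha turnover; ATP 5 microM final, 1 h at RT, 0.1% CHAPS and 0.28 mM EGTA in HEPES pH 7.4.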
GLP-1R agonist – agonists of human GLP-1 receptor; HEK293 GLP-1R CRE-luciferase, luminescence, 4-6 h; cells express a hypersensitive GLP-1R form; P43220; hit rate 0.007% among 380,000; AID 624172; Potency, µM (series often up to 45.6 µM), for the others: at the top dose activation, usual class: activators; note: potency is the fitted concentration of half-maximal effect; % of control where 0% means no effect
Target sequence (P43220 whole entry, looked up): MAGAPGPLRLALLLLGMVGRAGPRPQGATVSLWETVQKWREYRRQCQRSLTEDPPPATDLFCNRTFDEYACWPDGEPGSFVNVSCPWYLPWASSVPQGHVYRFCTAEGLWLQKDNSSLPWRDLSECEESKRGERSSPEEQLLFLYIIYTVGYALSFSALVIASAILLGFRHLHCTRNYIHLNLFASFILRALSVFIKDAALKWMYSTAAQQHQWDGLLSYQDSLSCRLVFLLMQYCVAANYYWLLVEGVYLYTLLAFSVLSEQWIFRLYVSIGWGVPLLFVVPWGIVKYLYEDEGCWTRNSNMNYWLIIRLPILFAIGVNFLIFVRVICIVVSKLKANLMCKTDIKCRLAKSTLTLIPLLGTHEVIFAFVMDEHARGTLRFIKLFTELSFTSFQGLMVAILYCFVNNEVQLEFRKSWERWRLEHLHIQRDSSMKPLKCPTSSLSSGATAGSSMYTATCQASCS
GLP1R inv ag – acts as inverse agonist at human GLP-1 receptor. HEK293 GLP-1R CRE-luciferase, luminescence, 24 h; GLP-1R form is constitutively active. hit rate 1.6% among 410,000. P43220. Potency, µM (titrated, usually from 38.3 µM), inactives show at the top dose activity change, negative = inhibition, actives largely listed as inhibitors. AID 624417; note: potency is the fitted concentration of half-maximal effect; % is set by controls: 0 for no effect and ±100 for the full control effect; nearly all actives have a fitted effect of over 55% in size
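qHTS in 1536-well format: reporter HEK293 cells expressing constitutive GLP-1R activity in DMEM + 10% Nu serum, 24 hr with compounds at 37 deg C, luminescence read after 12 min with detection reagent.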
DRD3 antagonist – D3 dopamine receptor (human) antagonism; hit rate 2.5% among 360,000; P35462; max response, negative = inhibition, %; D3R cells, DiscoveRx beta-arrestin luminescence, antagonist mode; hits give low values; in the data active = max response below about -50%; inconclusive = no clear call, values can overlap the other calls; note: % is set by controls: 0 for no effect and ±100 for the full control effect; mostly tested at two doses, the higher about 12 µM
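Cells plated overnight at 1500 cells/well, then exposed to library compounds with dopamine controls for 90 minutes at 37 degrees C. DiscoveRx reagent added for 30–60 minutes at room temperature; luminescence read, quantitative HTS format.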
Numbers without * were called inactive; ? = inconclusive; nt = no result given; [ ] = another dose, or the depositor's remark. Unless noted, calls come from the whole dose curve; as a rule, active = well fitted curve in the direction sought with a large enough effect; inconclusive = small, poorly fitted or top-dose-only effect, or another doubt; inactive = no such curve, though single readings can be large; an effect the other way counts as inactive or inconclusive.

SMILES	WRN helicase inh	GLP1R cytotox	PLK1 PBD block	IL-2 act	DRD3 agonist	PI5P4K alpha inh	GLP-1R agonist	GLP1R inv ag	DRD3 antagonist
CCC(=O)N(CCC(c1ccco1)c1ccccc1OC)Cc1cccs1 (stereo not given)	-25%	2%	-16%	-1.5	-1	-4	1%	?	-27
CCN(Cc1ccccc1)C(=O)c1cc(S(=O)(=O)N2CCOCC2)ccc1N1CCCC1	3%	12%	-3%	-2.6	1	-7	13%	7%	9
O=C(Cc1cccc(NC(=O)C2CCN(C(=O)CCc3ccccc3)CC2)c1)Nc1cccc(C(=O)N2CCOCC2)c1	-1%	2%	-6%	0.8	-13	2	-2%	15%	-23
COc1ccccc1C(=O)N=c1sc2c(C)ccc(OC)c2n1C	-8%	9%	7%	-3.5	-11	11	-1%	35%[activator]	22
CC(C)CNC(=S)N1CCN(C(c2ccccc2)c2ccccc2)CC1	-5%	-11%	-4%	-2.0	1	-2	3%	2.8µM*	17
COc1cc(NC(=O)COC(C)=O)c(C)cc1[N+](=O)[O-]	0%	-6%	27µM*	0.6	3	-1	-5%	7%	11
CC(=O)Nc1ccc(NC(=O)c2oc3ccc4c(c3c2C)C(=O)CC(C)(C)O4)cc1	nt	-5%	nt	nt	-9	nt	4%	17%	nt
N#Cc1cc2c(nc1SCc1ccc(Cl)cc1)CCCC2	-4%	-1%	-9%	0.8	1	nt	-1%	31%	-64*
O=C(Nc1ccc(-c2nc3cccnc3s2)cc1)c1cccnc1Cl	-29%	3%	-3%	-1.5	14	7	7%	5%	8
COc1cccc(C(NC(C)=O)c2nc(-c3cccnc3)cs2)c1 (stereo not given)	-3%	6%	-8%	0.2	-4	4	9%	20%	-19
C=CCn1c(SCC(=O)Nc2cc(NC(C)=O)ccc2OC)nnc1-c1cccnc1	-10%	5%	-9%	0.5	-13	nt	-10%	0%	-11
Cc1c(NS(C)(=O)=O)c(=O)n(-c2ccccc2)n1C	4%	23%	-13%	-2.8	-1	2	-1%	0%	?
O=C(Nc1ccccc1)C1CCCN(C(=O)c2ccc(Cl)cc2)C1 (stereo not given)	-5%	-11%	-4%	0.8	1	4	7%	?	0
O=C(NCc1ccccc1)c1cc(C2COCCN2C(=O)c2ccccc2)on1 (stereo not given)	-2%	-3%	9%	1.7	-4	4	-7%	31%[activator]	36
CCOc1cc(CNCCN(C)C)c(Cl)cc1OCC(=O)NCCc1ccccc1	14%	-14%	3%	0.1	-11	9	0%	-33%	-4
CCS(=O)(=O)N1CCC(C(=O)NCCc2ccc(C)cc2)CC1	8%	5%	1%	0.1	-2	nt	0%	-12%	-3
COc1ccc(OCC(O)CN2CCN(CC(O)COc3ccc(OC)cc3)CC2)cc1 (stereo not given)	5%	-9%	4%	0.8	-11	2	-4%	-5%	2
CC(=O)Oc1ccc(/C=N/NC(=S)Nc2ccccc2)cc1	-30%[57.1 µM]	9%[1.53 µM]	6%	-0.9	-3	-1	4%	?	-4
Cc1ccc(C)c(NC(=S)NNC(=O)c2csc(C)c2C)c1	8%	-11%	-2%	-1.9	5	-4	-2%	-26%	-9
COc1ccc(N2C[C@H](C)[C@@H](CC(=O)Nc3ccc(Br)cc3)C2=O)cc1	-7%	1%	-6%	-0.1	-1	0	2%	-4%	1
Cc1cccc(OCC(=O)NCc2nnc3ccc(C(F)(F)F)cn23)c1C	-3%	2%	5%	0.1	-22	6	-8%	1%	11
Cc1cccc(S(=O)(=O)N2C[C@@H](O)COC[C@@H]3O[C@H](CC(=O)NCCCN4CCOCC4)CC[C@H]32)c1	1%	-2%	-6%	0.5	1	-19	nt	7%	-8
COc1ccc(CNC(=O)c2nccnc2CO)cc1	13%	2%	-4%	1.8	2	0	1%	21%	73
Cc1ccc(OCc2cc(C(=O)N3CCCC3)no2)cn1	-1%	-2%	-15%	-2.8	14	1	0%	24%	-3
COC(=O)[C@]1(Sc2ccc(OC)cc2)CC(=O)N[C@@H]1c1ccccc1	5%	-1%	-6%	-0.7	-2	-1	7%	7%	-19
COc1ccc(C(CC(=O)NCc2ccccc2)Sc2n[nH]c(-c3ccccc3)n2)cc1 (stereo not given)	11%	0%	1%	-4.8	-4	2	0%	17%	-26
COc1ccc(-n2c(O)c(C=Nc3ccccc3)c3ccccc3c2=O)cc1OC	-4%	-6%	-3%	-1.6	6	-6	2%	16%	2
CCOC1=C2[C@H]([C@H]3C(=O)N(c4ccccc4)C(=O)[C@H]3C1)[C@@H](C(C)C)N(S(=O)(=O)c1ccc(C)cc1)[C@H]2c1ccccc1	3%	-6%	2%	-0.9	7	-1	-3%	14%	10
S=C(NCc1ccccc1)Nc1ccc(Cl)cc1	-7%	?	5%	1.0	-6	2	8%	?	-10
COc1cc2ncnc(NCc3ccccc3F)c2cc1OC	-11%	1%	9%	-1.1	-5	3	14%	96%[activator]	21
O=C1CC(c2ccsc2)c2cc3c(cc2N1)OCCO3 (stereo not given)	3%	-7%	3%	-1.6	2	-12	7%	-28%	9
Cc1ccccc1OCc1nc2ccc(S(=O)(=O)N3CCOCC3)cc2[nH]1	-1%	4%	9.5µM*	-0.6	13	nt	-5%	2%	-14
COC(=O)C1C(=O)C2=C(CC1C)NC(=O)CC2c1ccc(O)c(OC)c1 (stereo not given)	-6%[57.1 µM]	62%[activator]	-15%	-2.6	1	0	0%	12%	-4
C=CC[C@H](CC(=O)N[C@H](CO)Cc1ccccc1)C(=O)N[C@@H](COC(=O)[C@@H](CC=C)CC(=O)OC(C)(C)C)Cc1c[nH]c2ccccc12	-6%	-8%	-1%	-4.2	6	1	-2%	-18%	18
O=C(OCCOc1ccccc1)c1cc(S(=O)(=O)N2CCOCC2)c(Cl)cc1Cl	4%	8%	-5%	-3.1	-2	1	-2%	13%	?
NNC(=O)C(Cc1c[nH]c2ccccc12)NC(=O)c1ccccc1 (stereo not given)	6%	3%	-12%	-1.2	-7	-11	10%	2%	-17
CCCCCCCN1C(Nc2ccccc2)=NC[C@@H]1Cc1ccccc1	1%	2%	-7%	-0.2	-31	-2	13%	?	-23
CN(C(=O)Nc1ccc(Cl)cc1)c1c2c(nn1C)CCCC2	3%	7%	0%	-0.1	0	1	-2%	-3%	0
COc1ccc(C2CC(C(F)(F)F)n3nc(C(=O)Nc4ccc5c(c4)OCO5)cc3N2)cc1 (stereo not given)	-4%	?	-3%	3.1	-1	0	-2%	?	7
CCOc1c(Br)cc(/C=N\NC(=O)c2ccccc2)cc1OC	-9%	4%	-5%	-5.4	-8	3	4%	?	4
O=C(NCCc1ccc(Cl)cc1)c1ccc(CNc2c(N3CCOCC3)c(=O)c2=O)cc1	-18%	-7%	-3%	0.5	1	-8	5%	12%	4
O=C(CSc1ncn[nH]1)Nc1nc2c(F)c(F)c(F)cc2s1	3%	8%	-14%	-1.4	0	-3	1%	25%	-5
Cc1cccc2cc(COC(=O)c3ccccn3)c(=O)[nH]c12	3%	-6%	-12%	0.0	-4	-1	-4%	4%	5
CCn1c(=O)c2sccc2n(Cc2cc(C(=O)OC)ccc2OC)c1=O	5%	5%	-8%	4.0	2	7	19%	5%	-13
CC(C)(C)NC(=O)CCN(/N=C/c1ccc([N+](=O)[O-])o1)C1=NS(=O)(=O)c2ccccc21	-21%	-4%	-7%	-1.4	-10	-9	-4%	32%[activator]	5
CC(C)c1ccc(OCc2cc(=O)n3c4c(sc3n2)CCCC4)cc1	nt	1%	nt	nt	7	nt	0%	13%	nt

An excerpt from above in order of count of non-hydrogen atoms, low to high:
SMILES	WRN helicase inh	GLP1R cytotox	PLK1 PBD block	IL-2 act	DRD3 agonist	PI5P4K alpha inh	GLP-1R agonist	GLP1R inv ag	DRD3 antagonist
O=C1CC(c2ccsc2)c2cc3c(cc2N1)OCCO3 (stereo not given)	3%	-7%	3%	-1.6	2	-12	7%	-28%	9
Cc1cccc2cc(COC(=O)c3ccccn3)c(=O)[nH]c12	3%	-6%	-12%	0.0	-4	-1	-4%	4%	5
CCOc1c(Br)cc(/C=N\NC(=O)c2ccccc2)cc1OC	-9%	4%	-5%	-5.4	-8	3	4%	?	4
NNC(=O)C(Cc1c[nH]c2ccccc12)NC(=O)c1ccccc1 (stereo not given)	6%	3%	-12%	-1.2	-7	-11	10%	2%	-17
CC(C)c1ccc(OCc2cc(=O)n3c4c(sc3n2)CCCC4)cc1	nt	1%	nt	nt	7	nt	0%	13%	nt
CCCCCCCN1C(Nc2ccccc2)=NC[C@@H]1Cc1ccccc1	1%	2%	-7%	-0.2	-31	-2	13%	?	-23
Cc1ccccc1OCc1nc2ccc(S(=O)(=O)N3CCOCC3)cc2[nH]1	-1%	4%	9.5µM*	-0.6	13	nt	-5%	2%	-14
O=C(OCCOc1ccccc1)c1cc(S(=O)(=O)N2CCOCC2)c(Cl)cc1Cl	4%	8%	-5%	-3.1	-2	1	-2%	13%	?
CC(C)(C)NC(=O)CCN(/N=C/c1ccc([N+](=O)[O-])o1)C1=NS(=O)(=O)c2ccccc21	-21%	-4%	-7%	-1.4	-10	-9	-4%	32%[activator]	5
O=C(NCCc1ccc(Cl)cc1)c1ccc(CNc2c(N3CCOCC3)c(=O)c2=O)cc1	-18%	-7%	-3%	0.5	1	-8	5%	12%	4
COc1ccc(C2CC(C(F)(F)F)n3nc(C(=O)Nc4ccc5c(c4)OCO5)cc3N2)cc1 (stereo not given)	-4%	?	-3%	3.1	-1	0	-2%	?	7
C=CC[C@H](CC(=O)N[C@H](CO)Cc1ccccc1)C(=O)N[C@@H](COC(=O)[C@@H](CC=C)CC(=O)OC(C)(C)C)Cc1c[nH]c2ccccc12	-6%	-8%	-1%	-4.2	6	1	-2%	-18%	18
